A-T KAP1 phos = candidate therapy for ataxia-telangiectasia; […] A-T fibroblasts, KAP-1 phosphorylation AlphaLISA; neocarzinostatin DNA damage 30 min before lysis; Potency, µM (top dose mostly 57.5 µM), inactives show top-dose activation, usual class: activators; 0.19% of 320,000 active; note: potency is the fitted concentration of half-maximal effect; % of control where 0% means no effect; nearly all actives have a fitted effect of over 45% in size
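ATM-like activity read as KAP-1 phosphorylation via AlphaLISA donor/acceptor antibody pairs after lysis and 6 hr at 25C. Cells were ATM-null patient fibroblasts ([…], hTERT), dosed 60 min, then exposed to the DSB inducer NCS for 30 min.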
TSHR antagonist = human thyrotropin receptor antagonism. P16473. TSHR-expressing cells, TSH-stimulated cAMP HTRF, 2 h; active compounds read low. activity change, negative = inhibition, % at 11.5 µM. 0.2% of 330,000 active;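 active = activity change below a set negative limit, meaning inhibition stronger than a set level, cut at about -70% in these data; inconclusive = activity change between two set negative limits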; note: % is set by controls: 0 for no effect and ±100 for the full control effect
Target sequence (P16473 whole entry, looked up): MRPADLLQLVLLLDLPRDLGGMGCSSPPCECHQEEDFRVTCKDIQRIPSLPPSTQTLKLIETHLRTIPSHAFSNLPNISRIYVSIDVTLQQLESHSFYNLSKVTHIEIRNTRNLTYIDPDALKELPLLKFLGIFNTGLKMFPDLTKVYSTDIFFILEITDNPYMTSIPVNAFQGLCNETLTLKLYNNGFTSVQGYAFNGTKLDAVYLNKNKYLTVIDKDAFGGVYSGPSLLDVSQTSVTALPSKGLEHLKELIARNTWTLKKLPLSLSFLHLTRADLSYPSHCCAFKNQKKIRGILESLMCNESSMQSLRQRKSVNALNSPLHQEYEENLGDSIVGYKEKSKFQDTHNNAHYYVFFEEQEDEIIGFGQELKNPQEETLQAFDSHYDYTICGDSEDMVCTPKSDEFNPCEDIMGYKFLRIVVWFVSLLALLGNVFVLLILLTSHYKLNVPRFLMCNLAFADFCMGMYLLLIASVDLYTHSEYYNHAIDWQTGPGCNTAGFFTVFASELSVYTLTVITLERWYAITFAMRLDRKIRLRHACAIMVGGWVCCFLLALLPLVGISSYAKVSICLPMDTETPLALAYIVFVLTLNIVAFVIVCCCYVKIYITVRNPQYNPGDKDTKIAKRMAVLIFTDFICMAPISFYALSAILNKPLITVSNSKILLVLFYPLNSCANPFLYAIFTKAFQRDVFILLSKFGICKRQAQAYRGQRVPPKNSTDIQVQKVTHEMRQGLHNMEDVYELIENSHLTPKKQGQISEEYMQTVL
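TSHR-expressing cells, 200/well, pre-treated with compound, then stimulated with EC80 TSH (4nM final) for 2 hours at 37 deg C. cAMP measured by competitive HTRF: anti-cAMP cryptate antibody in lysis buffer plus cAMP-d2, read after 30 minutes at room temperature.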
GALK inh = galactokinase (human) inhibition. Purified GALK, Kinase-Glo residual ATP luminescence. Potency, µM (highest dose often 57.5 µM), inactives show at the highest dose activity change, negative = inhibition, hits mostly inhibitors. 0.007% of 270,000 active; note: potency is the fitted concentration of half-maximal effect; % is set by controls: 0 for no effect and ±100 for the full control effect
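Compounds were pin-transferred into ATP buffer (35 uM final), then GALK plus galactose (5 nM, 100 uM final) was added. After 1 h at room temperature, Kinase-Glo Plus was added and luminescence read after 10 min.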
Tb PFK block = T. brucei PFK enzyme inhibition; O15648; T. brucei PFK, ADP-Glo luminescence; Potency, µM (doses to about 57.5 µM), without a hit: top-dose activity, negative = inhibition, hits mostly inhibitors; 0.17% of 330,000 active; AID 485367;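 note: potency is the fitted concentration of half-maximal effect; 0% = uninhibited 1x PFK enzyme wells and -100% = no-enzyme wells; nearly all actives have a fitted effect of over 60% in size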
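Luminescent ADP detection (ADP-Glo, two-step: ATP depletion then ADP-to-ATP conversion for luciferase) reported PFK activity after 45 min room-temperature reaction of 1.25 nM enzyme with 0.5 mM F6P and 0.1 mM ATP at pH 8.0.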
hERG WT inh = blocks the wildtype human KCNH2 potassium channel | U2OS, BacMam KCNH2, thallium flux FluxOr; active compounds read low | 0.37% of 340,000 active | activity change, % at 1.84 µM | Q12809;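 active = maximum activity change below -70%; inconclusive = maximum activity change between -70% and -50%; inactive = maximum activity change above -50%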; note: % is set by controls: 0 for no effect and ±100 for the full control effect
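U2OS cells transduced with wild-type KCNH2 virus are loaded with FluxOr dye for 45 min, and thallium flux is measured in kinetic reads before and after stimulation buffer. Rate constants are normalized to DMSO controls.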
Coupling enz = coupling enzyme interference in Giardia aldolase counter-screen | coupling enzyme system counterscreen, AmpLite Red fluorescence | activity change, negative = inhibition, % at 58.2 µM, hits read low | 0.67% of 290,000 active; in the data active = activity change below about -30%; note: % is set by controls: 0 for no effect and ±100 for the full control effect
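Final compound at 57.5 uM, incubated 10 min at RT with coupling enzyme reagent (glyceraldehyde-3-phosphate), then 20 min with substrate and AmpLite Red detection. Fluorescence read at 525/598 nm; tests interference with the coupling assay, not aldolase inhibition.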
CXXC DNA block = inhibitors of human MLL CXXC domain-DNA interaction. AID 2662. MLL-CXXC / FITC-HOXA9 DNA fluorescence polarization. 0.037% of 290,000 active. Potency, µM (titrated, usually from 115 µM), for inactives: at the top dose activity change, negative = inhibition, most hits filed as inhibitors. Q03164; active = well fitted inhibition curve with a large enough effect in the polarisation, with a control signal flat, not every such curve was filed as active; inconclusive = small, poorly fitted or top-dose-only effect, or effect the other way, or a change in a side signal; inactive = no such curve, though single readings can be large or run the other way; the % refers to the polarisation; note: potency is the fitted concentration of half-maximal effect
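Steps: dispense CXXC domain solution (7 uM) → pin compounds or unlabeled HOX-A9 DNA control → 5 min ambient → add FLSN-HOX-A9 solution (50 nM) → spin → 30 min ambient → fluorescence polarization. Tris pH 7.5/NaCl/DTT/BSA buffer.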
Chronic BCR inh = inhibitors of chronic active B-cell receptor signaling. ABC-DLBCL IkBa-CBG/CBR reporter, luminescence ratio, 4 h. Potency, µM (top dose mostly 46.1 µM), without a hit: top-dose ratio change, negative = lower green/red ratio, usual class: inhibitors. 0.05% of 340,000 active; active = well fitted inhibition curve with a large enough effect in the signal ratio, with a control signal flat, not every such curve was filed as active; inconclusive = small, poorly fitted or top-dose-only effect, or effect the other way, or a change in a side signal; the % refers to the signal ratio;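 note: potency is the fitted concentration of half-maximal effect; plate controls were basal doxycycline-induced cells for no effect and cells given 10 µM MG132 for full effect; MG132 reads +100%, hits lower the ratio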
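Doxycycline induced both beetle luciferases in TMD8 lymphoma cells; IKK-driven degradation limits the IkappaBalpha-fused green signal, while red luminescence normalises for cell number and nonspecific effects. Compounds tested up to 46 uM, 4 hrs.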
Giardia kill = Giardia lamblia killing; Giardia lamblia trophozoite viability; activity change, % at 7.66 µM, hits read low; 0.15% of 340,000 active; AID 540267; in the data active = activity change below about -80%; inconclusive = between about -30% and that limit;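 note: parasites exposed to compound for two days anaerobically before the ATP read; % is set by controls: 0 for no effect and ±100 for the full control effect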
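Viability, read as ATP luminescence: trophozoites at 100 cells/well, compound added, 48 hrs anaerobic at 37 deg C, then 15-30 min room-temperature development before reading.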
TCR activator = activators of T cell receptors; primary human leukocytes, anti-CD3, IL-2 HTRF, 48 h; Potency, µM (doses to about 9.22 µM), for the others: at the highest dose activation of IL-2 secretion, usual class: activators; 330,000 tested, under 10 active; note: % of control where 0% means no effect
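Compounds are tested in HTS on primary human leukocytes co-incubated with a-CD3 beads for 48 hr. IL-2 output is measured by time-resolved FRET.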
An asterisk follows results filed as active; ? = inconclusive; . = not tested or not shown; [ ] = remark or other dose. Unless noted, calls come from the whole dose curve; as a rule, active = well fitted curve in the direction sought with a large enough effect; inconclusive = small, poorly fitted or top-dose-only effect, or another doubt; inactive = no such curve, though single readings can be large; an effect the other way counts as inactive or inconclusive. Compounds were not picked by outcome; about 1.6% have a hit in one of these screens.

Values run as follows: A-T KAP1 phos	TSHR antagonist	GALK inh	Tb PFK block	hERG WT inh	Coupling enz	CXXC DNA block	Chronic BCR inh	Giardia kill	TCR activator
#1 COC(=O)c1ccc(NC(=S)NN2CCCCC2c2cccnc2)cc1 (configuration not stated)
    -7.7%	1.1	2.1%	-1.3%	6.4	-4.2	-1.1%	?	6.5	0.5%
#2 C[C@H](CO)N1C[C@H](C)[C@@H](CN(C)Cc2ccc3c(c2)OCO3)Oc2ccc(NS(C)(=O)=O)cc2C1=O
    3.2%	-1.2	.	3.6%	-17.4	.	.	0.6%	4.3	-3.6%
#3 COc1ccc(-c2ccc(S(=O)(=O)n3nc(OC(=O)c4cccs4)cc3N)cc2)cc1
    -13.1%	4.9	-1.8%	1.7%	-9.7	5.7	203.6%[activator]	?	-4.2	4.9%
#4 Cc1onc(-c2c(F)cccc2Cl)c1C(=O)NCc1ccco1
    6.6%	36.7	0.0%	3.1%	-3.8	5.5	2.9%	-1.6%	-16.6	6.8%
#5 CN(CC(=O)Nc1cccc(F)c1)C(=O)C1CSC2(C)CCC(=O)N12 (configuration not stated)
    -13.0%	6.8	.	8.7%	-5.4	.	.	9.5%	22.2	-4.1%
#6 COC(=O)Cn1nnc(N2CCOCC2)n1
    0.8%	-7.9	.	3.4%	-4.2	0.0	-4.0%	-2.0%	9.3	-0.9%
#7 Nc1cccc2c3c(oc12)CCCC3
    11.0%	-2.7	-2.9%	4.7%	-6.0	-2.3	4.5%	2.8%	9.4	0.6%
#8 CC1CCCCN1C(=O)CNCc1ccc(F)cc1 (configuration not stated)
    -26.7%	3.1	-1.6%	0.6%	-22.9	-0.6	-7.9%	-0.3%	-1.7	3.6%
#9 CC(=O)Nc1ccc2c(c1)nc1n2CCOC1
    1.1%	24.8	0.3%	1.4%	-7.1	1.6	4.5%	7.5%	-8.5	.
#10 COc1ccc(C(=O)NC(C)c2ccncc2)cc1S(=O)(=O)N(C)Cc1ccccc1 (configuration not stated)
    3.2%	11.6	.	0.8%	2.0	.	.	-1.8%	42.3[activator]	-12.1%
#11 COc1ccc(-c2ccnc3ncnn23)cc1
    4.1%	-7.6	6.4%	13.0%	-6.0	2.2	14.0%	-26.3%	-2.4	-2.5%
#12 Cc1csc(NC(=O)CSc2nncn2C)n1
    6.1%	5.3	0.0%	4.4%	3.6	0.4	-3.8%	4.2%	-7.3	2.1%
#13 CCN(CCn1cccn1)Cc1cn[nH]c1-c1ccc(OC)cc1F
    -4.5%	3.1	-1.3%	3.8%	-6.1	4.2	-4.7%	-2.7%	-20.8	1.7%
#14 COC(=O)/C(=C\C=C\c1ccccc1)NC(=O)c1ccccc1
    0.6%	-5.7	-0.2%	0.5%	5.3	0.3	-18.2%	-19.8%	-6.2	11.6%
#15 O=C1NC(=S)S/C1=C\c1ccc(SCc2ccccc2)o1
    -3.0%	?	0.0%	12.6%	-23.8	5.3	31.0%[activator]	?	-12.0	5.3%[46.1 µM]
#16 O=C(O)/C=C\C(=O)Nc1ccccc1C(=O)NCc1ccccc1
    .	15.6	-4.5%	4.5%	3.5	4.4	-14.6%	?	30.2[activator]	3.9%[46.1 µM]
#17 CCc1noc(C)c1C(=O)OC(C)C(=O)NCc1ccc(OC)cc1 (configuration not stated)
    9.6%	9.6	.	0.3%	-1.7	.	.	4.3%	12.8	-5.4%
#18 O=C(Cn1c2ccc(F)cc2c2nc3n(c(=O)c21)CCS3)Nc1ccccc1F
    -1.7%	2.1	12.2%	-2.0%	.	1.2	1.2%	-15.2%	.	.
#19 Cc1ccc(C2(c3noc(CN(C)CC4CCCCO4)n3)CCCC2)cc1 (configuration not stated)
    3.6%	-11.9	0.7%	-1.4%	-3.7	0.1	-5.8%	?	-21.4	1.5%
#20 O=C(CSc1nc2ccccc2o1)N/N=C/c1ccccc1C(=O)O
    1.5%	0.0	.	-1.4%	-17.9	7.2	-5.2%	2.0%	-10.9	-0.1%
#21 CCCCCC1CC(CC(=O)Nc2nncs2)C(=O)O1 (configuration not stated)
    3.0%	-4.4	-3.1%	2.8%	-4.1	-0.1	-4.3%	?	-10.2	-2.3%[46.1 µM]
#22 Cn1cc(C(=O)N/N=C/c2c(O)ccc3ccccc23)ccc1=O
    8.3%	-20.1	0.2%	8.8%	-12.4	-6.7	5.0%	-2.8%	-1.0	2.1%
#23 CCOC(=O)N1CCC(NS(=O)(=O)c2ccc(C)cc2)CC1
    2.5%	12.7	-2.2%	0.1%	3.4	1.2	6.6%	1.1%	-3.9	-3.9%
#24 COc1ccc(CNC(=O)c2ccc[nH]2)cc1
    1.1%	10.0	1.4%	-6.1%	1.3	0.4	-0.3%	-3.4%	19.4	-4.4%
#25 Cc1ccc(-c2cc(C(=O)N/N=C/c3ccc(Cl)cc3)n[nH]2)o1
    ?	3.6	-0.8%	0.6%	-20.7	-0.1	41.4%[activator]	-14.7%	-9.6	-4.7%
#26 CCn1c(SCC(=O)c2ccc(Br)cc2)nnc1C(C)NC(=O)Cc1ccc(OC)cc1 (configuration not stated)
    .	-7.6	1.2%	0.7%	-4.4	-0.4	3.3%	-3.2%	2.5	-7.1%
#27 Cn1c(=NC(=O)c2ccccc2[N+](=O)[O-])sc2cc(S(C)(=O)=O)ccc21
    -0.4%	-7.5	3.3%	-1.8%	-1.9	1.7	4.3%	3.8%	-24.6	-5.2%[46.1 µM]
#28 Cc1cccc(OCCC(=O)NCC(c2ccco2)N2CCCCC2)c1 (configuration not stated)
    .	4.0	1.1%	-1.2%	-10.4	2.7	4.4%	14.7%	-0.1	-3.9%
#29 Cc1ccccc1NC1=C(Cl)C(=O)OC1OC(=O)c1ccco1 (configuration not stated)
    .	-4.8	-0.2%	-4.8%	24.6	6.7	239.7%[activator]	?	-3.4	-6.1%
#30 CC(=O)c1c(C)[nH]c(C(=O)N2CCCC(C)C2)c1C (configuration not stated)
    2.8%	0.8	0.6%	0.4%	-24.2	0.1	5.8%	0.5%	11.0	-1.5%

3 entries out of the list, ordered by SMILES length, lowest first.
Values run as follows: A-T KAP1 phos	TSHR antagonist	GALK inh	Tb PFK block	hERG WT inh	Coupling enz	CXXC DNA block	Chronic BCR inh	Giardia kill	TCR activator
#15 O=C1NC(=S)S/C1=C\c1ccc(SCc2ccccc2)o1
    -3.0%	?	0.0%	12.6%	-23.8	5.3	31.0%[activator]	?	-12.0	5.3%[46.1 µM]
#26 CCn1c(SCC(=O)c2ccc(Br)cc2)nnc1C(C)NC(=O)Cc1ccc(OC)cc1 (configuration not stated)
    .	-7.6	1.2%	0.7%	-4.4	-0.4	3.3%	-3.2%	2.5	-7.1%
#27 Cn1c(=NC(=O)c2ccccc2[N+](=O)[O-])sc2cc(S(C)(=O)=O)ccc21
    -0.4%	-7.5	3.3%	-1.8%	-1.9	1.7	4.3%	3.8%	-24.6	-5.2%[46.1 µM]

Quoted from the listing:
entry 19 in Coupling enz: 0.1
entry 4 in GALK inh: 0.0%

Next section:
Values run as follows: A-T KAP1 phos	TSHR antagonist	GALK inh	Tb PFK block	hERG WT inh	Coupling enz	CXXC DNA block	Chronic BCR inh	Giardia kill	TCR activator
#31 CCOc1ccc(S(=O)(=O)NCCc2cn3ccccc3n2)cc1
    2.5%	-7.5	-1.5%	-6.3%	12.3	.	3.9%	-1.6%	30.8[activator]	-1.0%
#32 Cc1cc(CNC(=O)C2CCC(=O)N(CCc3ccc(Cl)cc3)C2)no1 (configuration not stated)
    3.9%	6.6	0.2%	-5.5%	5.6	2.6	?	-14.4%	-1.9	4.2%
#33 COc1ccc(CN(C)C(=O)c2cccc(S(=O)(=O)N3CCc4ccccc43)c2)c(OC)c1
    -3.8%	27.5	.	5.4%	-3.5	.	.	-12.0%	4.5	-6.3%
#34 O=C(NC1CC1)C1CCN(C2CCN(C(=O)Cc3ccc(F)cc3)CC2)CC1
    4.1%	-33.6	4.6%	-4.2%	13.7	0.6	4.3%	5.9%	11.0	0.2%
#35 CCn1c(CNC(=O)c2ccc(F)cc2)cc2ccccc21
    0.5%	-6.0	-2.7%	2.7%	-0.4	1.6	-1.7%	-8.5%	16.4	-7.3%
#36 COC(=O)c1ccc(NS(=O)(=O)c2ccc(Cl)cc2)o1
    -1.5%	5.7	-0.4%	1.3%	5.2	0.6	0.5%	7.7%	-2.7	-4.3%
#37 O=[N+]([O-])c1cc(S(=O)(=O)Nc2ccccc2)ccc1NCc1ccccc1
    -12.8%	-23.1	-2.1%	1.2%	-7.7	-1.6	1.7%	18.7%	-4.9	0.1%[46.1 µM]
#38 C=CCSc1nsc(NC(=O)Nc2cccc(C(C)=O)c2)n1
    2.6%	?	2.4%	0.5%	-32.7	-0.6	2.8%	?	-15.4	5.6%
#39 O=C(CSc1ccc2nnc(-c3ccccc3)n2n1)N1CCCc2ccccc21
    9.7%	31.4	1.3%	-0.1%	1.3	1.4	17.1%	-15.3%	8.7	7.9%[46.1 µM]
